# Compound activity from PubChem.
# miR122 inh: blocks miR-122 activity in Huh7 sensor cells. Huh7 miR-122 Renilla luciferase sensor, 48 h; neutral wells = 0, positive control = 100. activation (reporter increase), % at 12.5 µM. 0.3% of 340,000 active;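 active = mean replicate activation score at least 90 and every replicate individually at or above 90; inconclusive = only one of the two criteria met; inactive = neither criterion met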;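 note: higher luciferase means less miR-122 activity so hits act as miR-122 inhibitors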
# FN deposit inh: fibronectin deposition inhibition | AH1F fibroblasts, Alexa488-fibronectin deposition fluorescence, overnight | inhibition, % at 12.6 µM | 0.086% of 350,000 active;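 active = mean inhibition across replicates of 30% or more, regardless of how many single replicates reach that level; inconclusive = mean under 30% yet at least half of replicates reach 30%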;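 note: positive control wells lacked labelled fibronectin entirely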
#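 Measured by – fluorescence 485/525 nm · System – AH1F fibroblast monolayer, labelled fibronectin deposition · Amount – 10000 cells per well · Buffer or medium – serum-reduced DMEM (2% serum) · Doses – single dose, pinned · Also added – fluorescent fibronectin at 24 nM final · Schedule – 1 h cell attachment, overnight exposure to compound and label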
# PAX8 inh HTS: inhibitors of PAX8 transcriptional activity in RMG-I cells. RMG-I TPO-luciferase reporter, SteadyGlo, 24 h. inhibition, % at 12.6 µM. 1.2% of 360,000 active;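 active = mean replicate inhibition at least 60% with every replicate also reaching 60%; inconclusive = only one of the two criteria is met; inactive = mean below 60% and not all replicates reaching 60%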;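 note: luciferase light reporting Pax8 driven TPO promoter activity; plate controls were median of neutral control wells for no effect and mitoxantrone controls for full effect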
# CFTR F508del cor: CFTR F508del correction in bronchial cells; 0.36% of 350,000 active; CFBE cells, YFP halide quenching; stimulated with forskolin plus potentiator P3; % fluorescence drop versus neutral controls; activity (quench increase), % at 7.58 µM;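 active = mean added fluorescence quench of at least 8% versus neutral control, with both replicates also reaching 8%; inconclusive = only one of the mean or replicate conditions met; inactive = mean below 8% and not both replicates reaching 8%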;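 note: cells transiently co-express mutant CFTR-F508del with the halide-sensitive YFP; corrector assay measuring rescue of mutant channel to the surface after 24 h compound exposure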
# GSIS activator: GLuc luminescence reporter in INS-1E cells, primary screen for activators of glucose-dependent secretion of insulin; INS-1E GLuc reporter insulin secretion, 2-3 h; activation, % at 16.6 µM; 0.61% of 370,000 active;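 active = lowest replicate activation of at least 40%, so every replicate reaches that level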;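 note: 0% = median of neutral control wells and 100% = median of IBMX positive control wells; some compounds called inactive have numbers as strong as hits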
# EWS-Fli inh: inhibitors of EWS/Fli oncoprotein transcriptional activity. 0.67% of 350,000 active. inhibition, % at 12.6 µM. AID 651661. A673 NR0B1-luciferase reporter, viability-normalised;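 active = mean inhibition of at least 50% after viability correction, with every replicate also passing that limit; inconclusive = mean reaches 50% but only one of two replicates passes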;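 note: firefly luciferase signal divided by Alamar Blue viability fluorescence both relative to DMSO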
# DENV2 CPE rescue: DENV2-induced cell death inhibition. DENV2-infected cells, cytopathic effect rescue, plate reader. 1.7% of 350,000 active. CPE inhibition, % at 9.99 µM. AID 651640; in the data active = CPE inhibition above about 20%, passing the limit was not always enough; inconclusive = no clear call, values can overlap the other calls; tested in BHK-21 cells;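 note: 0% = median of neutral control wells and 100% = median of positive control wells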
# * hit, by the source's call; u = inconclusive; x = no result given; [ ] = another dose, or the depositor's remark.
Compound	miR122 inh	FN deposit inh	PAX8 inh HTS	CFTR F508del cor	GSIS activator	EWS-Fli inh	DENV2 CPE rescue
COc1ccc(N2CC(NC(=O)N3CCN(c4ccccc4)CC3)CC2=O)cc1 (stereo not given)	-4	-2	-16	0.4	1	0	-1
Cn1c(O)c(C=NCCCCCC(=O)O)c(=O)n(C)c1=O	-4	-4	-8	-0.8	2	-3	6
CCc1csc(N2[C@H](CNCCOC)[C@H](c3ccccc3)[C@@H]2CO)n1	8[16.7 µM]	-18	-5	-0.9	-1	-3	x
CN1C(C(=O)Nc2ccc(F)cc2F)=CC(c2ccco2)=NS1(=O)=O	6	-2	-22	-1.3	-11	-8	8
C[C@H](CO)N1C[C@H](C)[C@H](CN(C)S(=O)(=O)c2ccc(Cl)cc2)Oc2c(NC(=O)C3CC3)cccc2C1=O	0[16.7 µM]	x	x	-2.4	-5	-1	2
Cc1ccc(SCCC(=O)OC(C(=O)NC(N)=O)C(C)C)cc1 (stereo not given)	-6	x	16	-1.4	-12	-3	-1
Oc1ccc(C2C(c3ccccc3)=NN=C(c3ccccc3F)N2O)c(O)c1 (stereo not given)	0	3	x	x	-11	x	x
COCC(=O)Nc1ccc2c(c1)C(=O)N(C)[C@@H]1CC[C@@H](CC(=O)Nc3ccccc3)O[C@H]1CO2	-2[16.7 µM]	2	5	-1.3	3	4	9
C[C@H]1CN([C@@H](C)CO)C(=O)c2cccc(NC(=O)C3CC3)c2O[C@@H]1CN(C)C(=O)Nc1ccc2c(c1)OCO2	6[16.7 µM]	x	x	2.3	6	1	0
C[C@H](CO)N1C[C@H](C)[C@@H](CN(C)C(=O)Nc2ccc3c(c2)OCO3)Oc2ncc(-c3ccncc3)cc2C1=O	-4[16.7 µM]	-12	x	1.8	3	-6	2
CN(C)C(=O)c1nc(C#N)c(N(C)C)o1	x	x	x	-2.0	13	0	-6
CCCNC(=O)N1[C@@H]2CN(C(=O)Nc3cccc(F)c3)c3ccccc3[C@@H]2[C@@H]1CO	17[16.7 µM]	x	-10	2.0	-10	-1	8
CC1(C2CCC3(C)OC3C2)CO1 (stereo not given)	1	x	x	1.6	x	3	-7
O=C(Nc1ccc(N2CCN(c3ccc(O)cc3)CC2)cc1)Oc1ccccc1	-1	x	x	0.3	2	8	-1
O=C(COC(=O)Cn1cnc2ccccc21)Nc1cccc(S(=O)(=O)N2CCOCC2)c1	x	-25	5	-1.0	3	11	-2
CN(C(=O)c1cccc(OC2CCN(S(=O)(=O)N(C)C)CC2)c1)C1CCOC1 (stereo not given)	6	10	-15	4.0	14	-18	1
C=CC[C@@H](CC(=O)N(CCO)Cc1ccccc1)C(=O)N[C@H](COC(=O)[C@H](CC=C)CC(=O)OC(C)(C)C)Cc1c[nH]c2ccccc12	x	3	37	8.5*	-17	6	8
Cc1sc(NC(=S)NC(=O)c2ccco2)c(C#N)c1C	1	7	-1	-0.9	17	-23	-2
COc1ccc2nc(NC(=O)CSC(C)C(=O)Nc3cc(C)on3)sc2c1 (stereo not given)	x	-2	-17	-1.0	-8	48	12
O=C(NCC1CCCO1)C(Cc1ccccc1)N1C(=O)C2C3C=CC(C4CC34)C2C1=O (stereo not given)	7	0	14	3.2	16	5	1
CCS(=O)(=O)Nc1ccc(C2=NN(C(=O)c3ccco3)C(c3ccco3)C2)cc1 (stereo not given)	x	2	15	7.2	16	41	-5
CCCn1cnc2c(SCc3ccccc3Cl)nc(N)nc21	x	7	-42	0.8	11	-71	-4
CO[C@@H]1CC[C@H]2CCOc3c(C#N)cccc3C(=O)N(C)C[C@@H](OC)[C@H](C)C(=O)N(C)C[C@@H]1O2	x	1	-6	x	-5	-5	3
COC(=O)c1ccc(Cn2c(C)c(C(=O)Nc3cccc(Oc4ccccc4)c3)sc2=O)o1	x	-9	-16	2.7	4	-6	0
CCC(=O)Nc1ccc2c(c1)OC[C@H](C)N(Cc1ccccc1F)C[C@@H](C)[C@@H](OC)CN(C)C2=O	1[16.7 µM]	-15	6	x	0	-6	-1
COc1ccc(NC(C)=O)cc1S(=O)(=O)Nc1ccc(S(=O)(=O)N2CCCCC2)cc1	126*	2	x	-4.5	7	-3	0
O=C(COC(=O)c1ccccc1[N+](=O)[O-])NCCCc1ccccc1	-3	5	-8	-1.9	-4	-14	-4
CC[C@]1(C(=O)OC)[C@H]2C(=O)N(Cc3ccccc3)C(=O)[C@H]2[C@H]2CN=C(SCc3ccc(C)cc3)N21	-5	-6	5	0.4	-10	5	-8
CC1CC(C)CN(C(=O)c2ccc3ccccc3c2)C1 (stereo not given)	x	-14	0	-1.8	1	-8	6
O=C(C[C@H]1C[C@@H]2c3cc(NC(=O)C4CCC4)ccc3O[C@@H]2[C@@H](CO)O1)NCc1cc(F)ccc1F	2[16.7 µM]	12	19	-1.3	-16	0	-3
Cc1nc2ccccc2c(=O)n1NC(=O)c1ccccc1Br	5	x	33	0.5	3	-5	-5
ClC(CCN1CCN(Cc2ccccc2)CC1)c1ccccc1 (stereo not given)	x	-3	-5	1.2	-5	0	31*
O=C(NC1CCCC1)[C@H]1[C@H](CO)[C@H]2Cn3c(ccc(C4=CCCC4)c3=O)[C@@H]1N2CC1CC1	-1[16.7 µM]	-1	x	1.4	-7	-5	9
Cc1ccc(-c2cnc3c(c2)C(=O)N([C@H](C)CO)C[C@H](C)[C@@H](CN(C)C(=O)c2cccc(F)c2)O3)cc1	5[16.7 µM]	-16	6	-1.7	-19	2	-5
COc1ccc(C(CNC(=O)CN(C)S(=O)(=O)c2ccc(C)cc2)N2CCCC2)cc1 (stereo not given)	-5	1	x	-1.4	-6	-9	15
O=C(c1ccc2nc3ccccc3c(=O)n2c1)N1CCN(Cc2ccc3c(c2)OCO3)CC1	-8	-1	x	x	-1	x	x
O=C(Nc1ccc(S(=O)(=O)NC2=NCCCCC2)cc1)c1ccc2ccccc2n1	5	3	-4	0.4	26	-21	x
O=C(c1ccc(OC2CCN(CCc3ccccc3)CC2)cc1)N1CCCCC1CCCO (stereo not given)	-7	-8	10	0.1	-4	9	0
Cc1ccc(-c2cnc3c(c2)C(=O)N([C@H](C)CO)C[C@H](C)[C@H](CN(C)CC2CCOCC2)O3)cc1	4[16.7 µM]	x	x	1.0	-1	-6	5
C/C=C/c1ccc([C@H]2[C@H](CO)N[C@H]2CN(C)S(=O)(=O)c2ccccc2)cc1	-36[16.7 µM]	9	4	1.5	-19	5	20
CC1CCCCN1CCNC(=O)C1CCN(S(=O)(=O)c2cccc3nsnc23)CC1 (stereo not given)	-4	-4	7	-1.2	-5	x	-1
COc1ccc(NC(=O)Nc2ccc3c(c2)C(=O)N([C@H](C)CO)C[C@@H](C)[C@H](CN(C)S(=O)(=O)c2ccc(Cl)cc2)OCCCC[C@@H](C)O3)cc1	14[16.7 µM]	-11	17	-1.7	28	14	u
CCOc1ccc(/C=C2/Sc3ccc(C(=O)NCC4CCCO4)cc3N(C)C2=O)cc1OC (stereo not given)	-19	-7	35	0.0	40*	5	2
COc1ccc(NC(=O)Nc2ccc3c(c2)C(=O)N([C@H](C)CO)C[C@H](C)[C@H](CN(C)S(=O)(=O)c2c(C)noc2C)OCCCC[C@H](C)O3)cc1	-3[16.7 µM]	x	11	-0.3	-6	-6	u
CCCNS(=O)(=O)c1cccn1-c1ncc(C(F)(F)F)cc1Cl	17	10	8	x	x	x	x
COc1ccc2c3c([nH]c2c1)[C@@H](CO)N(C(=O)Nc1ccccc1F)CC31CN(C(=O)c2ccccc2F)C1	x	x	x	-4.4	-19	25	16
CC(C)c1ccc(NC(=O)C2CCN(C(=O)[C@@H]3Cc4ccccc4CN3)CC2)cc1	3	5	-22	-0.4	-4	x	-6
O=C(C[C@@H]1CC[C@H](NC(=O)c2cccc(F)c2)[C@@H](CO)O1)NCc1ccccc1	x	1	-1	0.9	-9	-1	-2

# Reprinted at random: two records from the list, in no set order.
Compound	miR122 inh	FN deposit inh	PAX8 inh HTS	CFTR F508del cor	GSIS activator	EWS-Fli inh	DENV2 CPE rescue
O=C(C[C@@H]1CC[C@H](NC(=O)c2cccc(F)c2)[C@@H](CO)O1)NCc1ccccc1	x	1	-1	0.9	-9	-1	-2
COc1ccc(NC(=O)Nc2ccc3c(c2)C(=O)N([C@H](C)CO)C[C@H](C)[C@H](CN(C)S(=O)(=O)c2c(C)noc2C)OCCCC[C@H](C)O3)cc1	-3[16.7 µM]	x	11	-0.3	-6	-6	u

# Additional entries follow:
Compound	miR122 inh	FN deposit inh	PAX8 inh HTS	CFTR F508del cor	GSIS activator	EWS-Fli inh	DENV2 CPE rescue
O=C(Nc1ccc(-c2csnn2)cc1)C1CC1	x	-4	-20	2.6	12	-22	-1
Cc1c(Cl)c(C(=O)NNC(=S)NCc2ccco2)nn1C	-1	2	-11	x	x	x	x
CN(C)CC(=O)Nc1ccc2c(c1)[C@@H]1C[C@@H](CC(=O)NCc3cc(F)ccc3F)O[C@@H](CO)[C@@H]1O2	-4[16.7 µM]	x	0	-4.2	12	-5	-2
Cc1nc(C(=O)NC2CCOCC2)sc1C1(C)CC(c2cccc([N+](=O)[O-])c2)=NO1 (stereo not given)	0	-5	11	-3.0	0	-11	44*
CCOC(=O)C1CCCN(C(=O)c2oc3ccccc3c2C)CC1 (stereo not given)	6	x	15	3.7	x	9	7
O=C(N[C@H]1CC[C@@H](CCn2cc(C3CCCCC3)nn2)O[C@@H]1CO)c1cccnc1	x	-5	-5	3.0	-9	-5	2
O=C(CSc1ccc2nnc(CCNC(=O)c3ccccc3)n2n1)Nc1ccccc1F	x	1	1	1.0	x	5	4
O=C(CN1C(=O)NC2(CCCC2)C1=O)N1CCN(S(=O)(=O)c2cc(Cl)ccc2Cl)CC1	2	-7	16	2.2	-8	10	1
CN1CCN(S(=O)(=O)c2ccc(NC(=O)c3ccccc3F)cc2)CC1	-5	-9	-25	0.5	0	-3	-5
COc1cc(C(C)=O)ccc1COc1ccc(C(=O)OC(C)C(=O)NC(N)=O)cc1OC (stereo not given)	-6	-9	3	x	-2	-9	-3
COC(=O)C[C@H]1CC[C@@H]2[C@H](COc3ccc(NC(=O)Nc4ccccc4C)cc3C(=O)N2C)O1	-8[16.7 µM]	-8	3	-2.6	-4	-7	10
Nn1c(Nc2ccc(Cl)cc2)nncc1=O	x	9	14	-1.5	16	7	2
Cc1ccnc(NS(=O)(=O)c2ccc(NC(=O)C3COc4ccccc4O3)cc2)n1 (stereo not given)	x	4	-11	-1.8	-3	-8	x
Cc1cc(C=O)c(C)n1-c1cccc(C(=O)O)c1	x	6	30	2.5	-2	1	-5
COc1cc(/C=N/NC(=O)c2cccc(C(=O)N/N=C/c3ccc(O)c(OC)c3)n2)ccc1O	x	6	7	-2.2	-5	7	2
CN1c2ccc(-c3ccccc3F)cc2[C@@H]2[C@@H](CCN2C(=O)c2ccccn2)[C@H]1CO	8[16.7 µM]	10	-52	1.7	3	-16	2
C[C@@H](NC(=O)[C@H]1[C@H](CO)[C@H]2Cn3c(ccc(-c4ccccc4)c3=O)[C@H]2N1C)c1ccccc1	-3[16.7 µM]	-10	x	-1.7	-10	-3	4
Cc1cccc(CCN2C(N(C)C)=NC[C@@H]2Cc2ccccc2)c1	1	-7	3	1.4	8	2	20
COc1ccccc1N1CCN(CC(=O)Nc2nccs2)CC1	0	-1	-17	-0.6	17	8	-1
CNC[C@@H]1Oc2c(NC(=O)Nc3ccc4c(c3)OCO4)cccc2C(=O)N([C@@H](C)CO)C[C@H]1C	-2[16.7 µM]	-14	-5	-0.4	36	2	8
COc1ccccc1NC(=O)N[C@@H]1CC[C@H](CCn2cc(-c3ccccc3OC)nn2)O[C@@H]1CO	x	-15	-14	-1.3	-22	-5	5
Cc1ccc(N(CC(=O)NCc2ccc(F)cc2)C(=O)CCC(=O)Nc2ccccn2)cc1C	1	10	14	3.8	4	7	17
